Compound activity (PubChem BioAssay)
BH1578 lux ind – induces V. cholerae light production without autoinducers | V. cholerae BH1578 lux reporter, luminescence, 6 h | activation, % at 18.7 µM | 0.16% of 350,000 active | AID 588436; in the data active = activation mostly above about 9.7%, no sharp cut-off; inconclusive = no clear call, values can overlap the other calls; inactive = mostly below about 3.7%; note: not every result past the cut was called active; inactives centre near 0; reference of the scale not given here
Y pestis TopoI – blocks Yersinia pestis topoisomerase I activity; 0.064% of 360,000 active; Y. pestis Topo-I cleavage product accumulation, plate reader; activity, % at 10 µM; in the data active = activity above about 50%, passing the limit was not always enough; inconclusive = no clear call, values can overlap the other calls; note: inactives centre near 2
PriA SSB inh – K. pneumoniae PriA-SSBct interaction inhibition. AlphaScreen SSBct-PriA binding, biotinylated peptide. inhibition, % at 33 µM. 0.6% of 430,000 active; in the data active = inhibition mostly above about 37%, no sharp cut-off; inactive = mostly below about 20%;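 note: plate controls were negative control peptide for no effect and reference peptide for full effect; strong numbers were not always called active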
Anthrax LF prot – blocks Bacillus anthracis lethal factor protease; multiplex microsphere protease cleavage assay, LF; 0.12% of 360,000 active; AID 588501; P15917; inhibition, % at 10 µM; note: plate controls were buffer without enzyme for full effect and enzyme alone for no effect
PrPC surface inh – cell surface PrPC inhibition, primary TR-FRET screen; inhibition, % at 13.8 µM; AID 720596; 0.43% of 370,000 active; TR-FRET read-out; in the data active = inhibition above about 24%; note: 0% = median of the test wells and 100% = reference compound wells
BoNT A protease – inhibitors of Botulinum neurotoxin A light chain protease; 0.17% of 360,000 active; multiplex microsphere protease substrate cleavage, flow cytometry; inhibition, % at 10 µM; note: plate controls were buffer without enzyme for full effect and enzyme alone for no effect
TcdB inh – TcdB glycohydrolase inhibition; P18177; TcdB glycohydrolase enzymatic assay, plate reader; inhibition, % at 9.99 µM; 0.24% of 350,000 active; AID 652162; in the data active = inhibition above about 10%
Target sequence (P18177 whole entry, looked up): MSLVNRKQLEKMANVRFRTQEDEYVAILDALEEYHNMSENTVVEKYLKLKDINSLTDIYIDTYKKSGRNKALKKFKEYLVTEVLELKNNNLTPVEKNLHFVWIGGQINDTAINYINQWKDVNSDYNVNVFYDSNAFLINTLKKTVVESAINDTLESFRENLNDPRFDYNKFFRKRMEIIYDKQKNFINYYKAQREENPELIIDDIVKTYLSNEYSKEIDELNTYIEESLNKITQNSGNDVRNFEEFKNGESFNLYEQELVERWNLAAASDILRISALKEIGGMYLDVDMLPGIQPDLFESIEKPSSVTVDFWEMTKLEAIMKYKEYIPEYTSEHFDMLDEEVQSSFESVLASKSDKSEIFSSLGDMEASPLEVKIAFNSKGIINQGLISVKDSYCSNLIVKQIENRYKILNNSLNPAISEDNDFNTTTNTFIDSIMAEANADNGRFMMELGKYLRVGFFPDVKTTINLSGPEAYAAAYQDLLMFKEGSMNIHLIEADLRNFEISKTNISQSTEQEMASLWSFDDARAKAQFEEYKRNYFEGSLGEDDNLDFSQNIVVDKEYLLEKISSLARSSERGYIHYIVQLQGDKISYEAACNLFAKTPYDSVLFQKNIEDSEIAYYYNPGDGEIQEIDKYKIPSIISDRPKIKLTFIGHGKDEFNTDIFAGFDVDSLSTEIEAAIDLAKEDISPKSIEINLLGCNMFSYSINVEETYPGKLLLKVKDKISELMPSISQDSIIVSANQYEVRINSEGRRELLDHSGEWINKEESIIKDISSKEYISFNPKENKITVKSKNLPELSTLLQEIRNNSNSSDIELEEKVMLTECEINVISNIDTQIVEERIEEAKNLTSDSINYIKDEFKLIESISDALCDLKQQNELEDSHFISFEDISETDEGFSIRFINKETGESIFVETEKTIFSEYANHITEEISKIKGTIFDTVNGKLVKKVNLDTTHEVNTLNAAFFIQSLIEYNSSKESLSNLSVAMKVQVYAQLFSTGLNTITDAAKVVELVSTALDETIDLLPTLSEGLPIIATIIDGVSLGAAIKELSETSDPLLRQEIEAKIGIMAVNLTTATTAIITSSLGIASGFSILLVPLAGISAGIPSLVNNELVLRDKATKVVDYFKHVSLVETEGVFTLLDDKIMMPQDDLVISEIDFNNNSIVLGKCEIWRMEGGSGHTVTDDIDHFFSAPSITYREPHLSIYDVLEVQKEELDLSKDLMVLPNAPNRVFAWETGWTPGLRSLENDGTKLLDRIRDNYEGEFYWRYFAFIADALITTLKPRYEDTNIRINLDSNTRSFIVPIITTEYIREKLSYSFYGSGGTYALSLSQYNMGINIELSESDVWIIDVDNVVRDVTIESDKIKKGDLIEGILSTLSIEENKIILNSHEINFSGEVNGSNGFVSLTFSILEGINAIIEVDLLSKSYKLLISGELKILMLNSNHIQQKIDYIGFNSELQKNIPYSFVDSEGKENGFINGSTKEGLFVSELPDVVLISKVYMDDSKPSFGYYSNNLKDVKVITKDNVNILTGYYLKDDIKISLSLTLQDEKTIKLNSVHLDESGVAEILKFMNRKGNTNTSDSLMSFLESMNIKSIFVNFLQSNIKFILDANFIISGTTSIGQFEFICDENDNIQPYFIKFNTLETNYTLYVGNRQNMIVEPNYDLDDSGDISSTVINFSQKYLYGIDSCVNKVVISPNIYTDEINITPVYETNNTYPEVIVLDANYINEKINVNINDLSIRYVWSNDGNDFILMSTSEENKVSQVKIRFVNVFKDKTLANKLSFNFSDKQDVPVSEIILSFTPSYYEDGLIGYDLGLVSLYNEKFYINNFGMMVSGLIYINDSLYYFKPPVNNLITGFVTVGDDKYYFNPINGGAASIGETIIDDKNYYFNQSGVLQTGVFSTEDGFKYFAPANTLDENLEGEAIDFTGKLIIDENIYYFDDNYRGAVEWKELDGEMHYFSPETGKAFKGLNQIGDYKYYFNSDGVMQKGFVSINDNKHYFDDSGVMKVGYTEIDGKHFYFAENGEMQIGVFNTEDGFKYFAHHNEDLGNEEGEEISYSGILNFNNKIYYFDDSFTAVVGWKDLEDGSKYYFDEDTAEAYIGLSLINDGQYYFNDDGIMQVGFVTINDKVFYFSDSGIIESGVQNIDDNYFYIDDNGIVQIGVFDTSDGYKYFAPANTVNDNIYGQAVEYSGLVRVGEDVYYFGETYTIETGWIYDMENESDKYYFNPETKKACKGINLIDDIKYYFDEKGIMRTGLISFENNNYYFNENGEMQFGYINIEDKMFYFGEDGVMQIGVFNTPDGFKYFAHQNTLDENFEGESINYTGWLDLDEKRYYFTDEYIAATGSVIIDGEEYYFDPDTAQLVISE
PfHsp40 yeast – rescue of PfHsp40-mediated yeast toxicity. S. cerevisiae expressing PfHsp40, growth rescue, ATP luminescence. growth rescue, % at 12.5 µM. 0.68% of 340,000 active. AID 504582; in the data active = growth rescue above about 28%, passing the limit was not always enough; inconclusive = no clear call, values can overlap the other calls;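 note: yeast W303a lacking pdr1 and pdr3 grown in galactose medium; growth measured after three days at 30 °C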
3CLpro inhibitor – SARS-CoV 3CLpro protease inhibition | P0C6X7 | recombinant SARS-CoV 3CLpro, quenched FRET peptide cleavage | inhibition, % at 6 µM | 0.14% of 290,000 active; in the data active = inhibition above about 12%
Starred values were filed as active, the others as inactive; i = inactive; u = inconclusive; x = no result given; & = joins results of further samples. Cut-off read from the data, not from the text of the source, unless noted: active = inhibition above about 30%; inconclusive = no clear call, values can overlap the other calls; inactive = below that. The list is partial. The share of hits here may be higher or lower than overall.

Each structure is followed by: BH1578 lux ind, Y pestis TopoI, PriA SSB inh, Anthrax LF prot, PrPC surface inh, BoNT A protease, TcdB inh, PfHsp40 yeast, 3CLpro inhibitor
Cn1cc(CN2CCC(Oc3ccc(C(=O)N4CCCCC4)cc3)CC2)cn1
 : 0.2, 3, 3, 0, 5, -2.7, -1.6, -0.1, -1
C[C@H]1CN([C@@H](C)CO)C(=O)CCCn2nncc2CO[C@@H]1CN(C)Cc1ccc(C(=O)O)cc1
 : -0.4, 9, x, 0, -4, 0.3, 1.1, x, x
O=C(O)CCC(=O)NCc1ccc(C(=O)O)cc1
 : i, 2, -1, 0, 4, 0.8, x, 0.6, 4
O=C(Nc1ccc2c(c1)OCO2)c1cc(C2CCCN(C(=O)C3CCCCC3)C2)on1 (stereo not given)
 : -4.5, 22, x, 6, 33*, 0.4, 0.7, x, x
COc1ccc(/C=C/C(=O)Nc2ccncc2)cc1OC
 : -0.3, 0, 3, -4, -17, -0.1, 0.2, 0.3, -4
O=S(=O)(c1cccc(-c2csc(-c3cccnc3)n2)c1)N1CCOCC1
 : 4.8, 7, -6, 0, -10, -1.2, 1.8, 0.8, 3
Cc1ccc(NC(=O)c2cnn(-c3ccccc3)c2C)cc1
 : i, 4, 1, -3, 15, -1.8, 1.3, 1.7, 6
O=C(NC1CCCCC1)Oc1cc2oc(=O)sc2cc1Br
 : -0.8, 0, -5, -3, 3, u, -3.4, 25, 0
N#CC1=C(N)Oc2n[nH]c(-c3cccs3)c2C1c1ccco1 (stereo not given)
 : i, -3, 11, -9, -9, -0.4, x, 0.7, -1
CN(C(=O)COC(=O)c1ccc2c(c1)OCO2)C1CCS(=O)(=O)C1 (stereo not given)
 : x, -3, -8, 0, -1, 0.5, x, -1.0, 0
Cc1cc(C)nc(N/N=C/c2ccccc2OCc2ccc(Br)cc2)n1
 : 0.6, -4, x, 3, 2, -0.3, 1.6, 0.6, 1
CN=c1scc(-c2ccc(OC)cc2)n1/N=C(\C)c1cccnc1
 : -0.3, 36, x, 1, 16, -0.6, 2.2, 4.6, 1
CC1CC(C)CN(CC(=O)NNC(=O)COc2ccc(Cl)cc2)C1 (stereo not given)
 : -6.3, 7, 2, -1, -1, -3.6, 0.3, -1.4, x
Cc1ccc2cc(/C=N/NC(=O)c3ccccc3[N+](=O)[O-])c(Cl)nc2c1
 : -0.3, 6, x, -3, 3, -0.8, 1.1, 1.2, -1
C[C@H](CO)N1C[C@H](C)[C@H](CN(C)Cc2ccncc2)Oc2cc(-c3ccccc3F)ccc2S1(=O)=O
 : -2.4, 15, x, -4, -7, -0.1, -0.4&0.9&-1.6, x, x
Cc1ccsc1C(=O)NNC(=O)C1CC=CCC1C(=O)O (stereo not given)
 : -0.5, 2, 0, -2, -1, -0.3, -0.8, 0.9, -4
CCN(Cc1ccc2c(c1)OCCO2)C(=O)CN1C(=O)NC2(CCc3ccccc32)C1=O (stereo not given)
 : i, 14, -14, -10, -3, -0.3, 0.1, -0.8, x
O=C(Nc1ccccc1C(=O)N1CCCCCC1)c1cccc([N+](=O)[O-])c1
 : -0.5, 3, -9, x, -8, x, -0.2, -0.2, 8
O=C1CC(c2ccc(Cl)cc2)CC(O)=C1C=NCCO (stereo not given)
 : i, -5, -5, 4, 11, -1.9, 0.9, 0.3, -2
CC(C)N(Cc1nc(-c2ccccc2)no1)C(=O)CSc1ccccc1
 : -5.4, 8, -13, -2, 4, -0.3, x, 0.7, 3
CC(C)c1nnc(SCC(=O)N2CCN(C(=O)c3ccco3)CC2)n1N
 : 0.1, -2, -20, 8, -8, 1.0, 1.1, 0.0, -1
COCc1ccc(CN2CCC(n3nccc3NC(=O)CCOc3ccccc3)CC2)o1
 : -0.8, 8, -2, 2, 1, -1.6, 0.0, -0.7, 6
CCOc1cccc(N2C(=O)CC(NNC(=O)c3ccc(Br)o3)C2=O)c1 (stereo not given)
 : -0.3, -9, -1, -2, 2, -0.8, -6.2, -0.5, 1
COc1cc(/C=C/C=C2/CC/C(=C/C=C/c3ccc(O)c(OC)c3)C2=O)ccc1O
 : i, -39, -5, 34*, -1, 39*, 1.0, -1.9, x
CCOC(=O)N1CCN(c2c(N3CCN(c4ccccc4OC)CC3)c(=O)c2=O)CC1
 : -0.2, 10, -13, -5, -7, -0.5, 2.6, 1.2, 0
Cc1cc(NC(=O)NC(=O)c2ccccc2NC(=O)CN(C)C)ccc1Oc1ncc(Br)cn1
 : -5.6, 19, -11, -3, 11, -0.5, 1.8, 0.9, x
O=C(COC(=O)c1cccc(Cl)c1)Nc1ccc2[nH]c(=O)[nH]c2c1
 : -1.6, 8, -12, -5, -3, 1.5, -0.4, 0.3, x
CCC(OC(=O)C(NC(=O)c1ccccc1)c1ccccc1)C(=O)Nc1cc(C)on1 (stereo not given)
 : 0.8, 5, -18, 1, 5, 0.5, 0.3, 0.3, 1
CC(=O)c1c(CC(=O)O)[nH]n(-c2nc3ccccc3s2)c1=O
 : -3.3, -2, 5, 1, -1, -0.3, x, -1.9, 2
COc1cc(C(=O)Nc2ccc(NC(=O)c3cccc(Cl)c3)nc2)cc(OC)c1OC
 : -0.3, 10, -6, 5, 12, -0.1, -0.1, 1.8, 0
CC(C)(C)C(=O)Nc1sc2c(c1-c1nc3ccccc3[nH]1)CCCC2
 : i, -3, 8, -1, 1, 3.1, 0.9, 0.3, 1
COC(=O)C1=C(C(=O)OC)[C@@H]2N(C)c3ccccc3[C@@]23C[C@@H](CO)N(C(=O)NCCBr)C3=N1
 : i, 21, -14, -6, 0, -0.5, 1.1, 0.6, x
COc1ccc(S(=O)(=O)n2nc(OC(=O)c3ccncc3)cc2N)cc1
 : i, 5, -5, -3, -1, -0.8, 1.9, -1.4, 3
CCNC(=O)C1(C)CCN(Cc2ccc(C#N)cc2)C1 (stereo not given)
 : -0.1, 5, x, -4, -5, 0.3, -5.7, x, x
COc1ccccc1C(=O)NC(=O)CSc1cccc[n+]1[O-]
 : -0.5, 4, -5, -10, 0, -0.3, -1.1, 0.4, 4
CCOC(=O)C1CCN(C(=O)COC(=O)c2ccc3[nH]c4c(c3c2)CCCC4)CC1
 : -1.0, 12, -9, 0, 3, -0.2, 1.2, -0.7, x
COc1ccc(C(C(=O)NC2CCCC2)N(C(=O)c2snc(-c3ccc(F)cc3)c2N)c2ccc(F)cc2)cc1 (stereo not given)
 : i, 2, -7, -2, 2, -2.4, x, 1.1, 4
O=C(Nc1ccc(F)cc1)C(Sc1nc2ccccc2[nH]1)c1ccccc1 (stereo not given)
 : -0.4, -12, -2, 1, 1, -0.6, 0.0, -0.4, 0
Nc1nnc(CC(=O)N/N=C\c2cc([N+](=O)[O-])ccc2O)s1
 : -0.2, -1, x, -1, -7, -1.9, -1.9, 2.7, -4
CCOc1ccccc1OCCNC1CCCC1
 : -0.3, -1, -7, 0, 0, -0.1, x, -1.9, -5
C/C(=N/Nc1ncc(Br)cn1)c1ccc(Br)cc1
 : 0.7, 3, x, 5, 6, 1.2, 0.2, 1.3, 0
Cc1cccc(NC(=O)N2CCCC2C(=O)NCc2ccccc2)c1 (stereo not given)
 : i, -14, -5, -4, 6, -0.2, 1.5, 0.5, 0
O=C(CSc1nc(-c2ccccc2)cc(=O)[nH]1)Nc1ccccc1F
 : -1.1, 0, -7, 4, -3, -0.1, 0.7, -1.6, -1
Cc1ccc(NC(=O)CC2C(=O)OCC3CCCCN32)cc1Cl (stereo not given)
 : i, 4, 12, 0, -3, 0.1, 1.0, 0.9, -3
COCc1cc(C)nc(SCC(=O)Nc2cccc(C)c2)c1C#N
 : -1.3, -3, -13, -4, -1, -0.3, x, 0.7, 3
Cc1ccc(CN(Cc2cc3cccc(C)c3[nH]c2=O)C(=O)N(C)C)cc1
 : i, 3, -3, 1, 4, 0.7, x, -0.4, x
COc1ccc(-c2csc(NC(=O)CSc3nc(SC)ns3)n2)cc1
 : -0.1, -6, -6, -1, 20, -0.5, -11, 1.0, 4
Cc1ccc(NC(=O)CCc2c(C)nn(-c3ccc(N4CCCCC4)nn3)c2C)cc1F
 : i, 12, 7, -3, 9, -1.0, -1.0, 0.1, -3
O=C(c1ccco1)N1CCN(C(=O)c2ccc(CS(=O)c3ccc(Cl)cc3)o2)CC1 (stereo not given)
 : i, 5, 3, -2, -7, -0.8, 0.3, 0.3, 1
CSc1nc(N)n2nc(C)cc2n1
 : x, x, x, 0, 0, -1.7, 1.6, x, x
CCOc1cc(C2NC(=O)N(C)C(C)=C2C(=O)OC)cc(Br)c1O (stereo not given)
 : -0.3, 7, -18, -1, -7, -0.8, x, 0.7, -1
CCN1CCN(CC(O)COCC2COc3ccccc3O2)CC1 (stereo not given)
 : -1.0, 2, -2, 2, -3, -0.3, 0.8, -0.1, 2
CC(=O)SC(C)CC(=O)Nc1ccccc1 (stereo not given)
 : i, -4, 0, -5, -2, 0.5, x, 0.5, -1
COc1ccc(NC(=O)c2ccccc2NS(=O)(=O)c2ccc(C)cc2)c([N+](=O)[O-])c1
 : i, -1, 53*, -2, 12, -0.9, x, -0.4, 2
Cc1nn(C)c(-c2n[nH]c(=S)n2-c2ccccc2)c1Cl
 : -0.7, 0, -13, -1, 5, 0.2, x, -0.9, -2
CCc1sc(C(=O)Nc2cccnc2)cc1Br
 : -0.4, 5, -4, 3, 7, -2.8, -1.2, 6.1, -2
CCOC(=O)N1CCN(S(=O)(=O)c2cc(OCC(=O)NC3CCCCC3)c(C)cc2Cl)CC1
 : -0.4, 25, -1, 2, 17, -2.1, x, 0.8, 3
COc1ccc(S(=O)(=O)N2CCC(C(=O)NCCC(=O)Nc3cccc(OC)c3)CC2)cc1
 : -0.4, 19, -3, -3, 6, -0.3, 0.4, 0.8, 2
Cc1ccccc1S(=O)(=O)NNC(=O)C(=O)NNc1ccccn1
 : i, 2, 20, -2, 1, -0.6, x, 0.3, -4
Cc1nn(C)c(C)c1NS(=O)(=O)c1cccc(Br)c1
 : i, -8, -21, -7, -5, -5.6, -0.3, -0.1, x

Going on with the list.
Each structure is followed by: BH1578 lux ind, Y pestis TopoI, PriA SSB inh, Anthrax LF prot, PrPC surface inh, BoNT A protease, TcdB inh, PfHsp40 yeast, 3CLpro inhibitor
Cc1cccn2c(=O)c(C(=O)NC3CC(C)CC(C)(C)C3)c(O)nc12 (stereo not given)
 : -1.7, -4, -2, -1, 6, -0.9, 0.6, 5.0, x
O=C(NCCO)c1cccc(Cl)c1
 : i, -8, 0, -13, -3, 0.0, x, -0.2, 3
COc1cc(C(=O)NNC(=O)c2cccn2C)cc(OC)c1OC
 : -3.8, -11, -6, x, 5, x, -1.2, -1.2, x
COc1ccc(NC(=O)c2cc(S(=O)(=O)N3CCOCC3)cn2C)c(OC)c1
 : -0.2, 2, 3, -6, 8, -0.4, 0.2, -0.4, 3
COc1cc(C)nc(N2CCCC(C(=O)NCC(C)C)C2)n1 (stereo not given)
 : i, -7, -15, -6, 9, 0.9, x, -1.2, -1
COc1ccc(NC(=O)[C@@H]2CC=C[C@@H]3CCN(Cc4ccccc4)C(=O)[C@@H]32)cc1
 : -1.6, -7, 3, -1, 7, 0.6, 3.1, -2.0, x
Cc1ccc(NC(=O)c2sc3ncn(CC(=O)N4CCN(c5ccccn5)CC4)c(=O)c3c2C)cc1Cl
 : i, 9, -4, -4, 2, -6.3, 0.0, 0.8, -2
C[C@H](NC(=O)c1ncn2c1C(=O)N[C@@H](C)C2)C(=O)OC(C)(C)C
 : -0.5, -1, x, -6, 0, -0.3, 0.3, x, x
CC(C)(C)OC(=O)C[C@@H]1C/C=C\C[C@@H](CC(=O)N(CCO)Cc2ccccc2)C(=O)N2CCC[C@H]2COC1=O
 : i, 23, x, -4, -2, 0.2, 0.8, 0.3, x
CC(C)(C)c1ccc(S(=O)(=O)NCCN2CCOCC2)cc1
 : -5.9, -7, x, -5, 1, -0.1, 0.6, x, x

An excerpt of these results, tab-delimited:
molecule	BH1578 lux ind	Y pestis TopoI	PriA SSB inh	Anthrax LF prot	PrPC surface inh	BoNT A protease	TcdB inh	PfHsp40 yeast	3CLpro inhibitor
COc1cc(C(=O)NNC(=O)c2cccn2C)cc(OC)c1OC	-3.8	-11	-6	x	5	x	-1.2	-1.2	x
CC(C)(C)c1ccc(S(=O)(=O)NCCN2CCOCC2)cc1	-5.9	-7	x	-5	1	-0.1	0.6	x	x
